Screens: PubChem, National Center for Advancing Translational Sciences (NCATS)
Nrf2 block: blocks Nrf2 signaling. Potency, µM (top dose mostly 46 µM), inactives show at the top dose activity change, negative = inhibition, most hits filed as inhibitors. A549 ARE-Fluc reporter, luciferase luminescence, 18-24 h. hit rate 2.1% among 360,000; note: potency is the fitted concentration of half-maximal effect; % is set by controls: 0 for no effect and ±100 for the full control effect; nearly all actives have a fitted effect of over 60% in size
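Concentration-response testing used A549 ARE_Fluc cells at 5000 cells/well. Following an 18-24 h compound incubation, viability was read by fluorescence (Ex 405/Em 525) and luciferase output by luminescence.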
TGFb inhibitor: inhibitors of TGF-b signaling. AID 588855. HepG2 CAGA-GFP TGF-b/SMAD3 reporter, GFP fluorescence, 18 h; TGF-beta stimulated, 500 pg/mL final. Potency, µM (doses to about 46.1 µM), for inactives: top-dose activity, negative = inhibition, most hits filed as inhibitors. hit rate 1.2% among 410,000; note: potency is the fitted concentration of half-maximal effect; % is set by controls: 0 for no effect and ±100 for the full control effect; nearly all actives have a fitted effect of over 65% in size
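Cell-based qHTS in HEPG2 carrying a CAGA-GFP Smad reporter; compounds added before 500 pg/mL final TGF-beta, 18 h incubation at 37 degrees C, GFP fluorescence quantified per cell by imaging cytometry.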
ATXN viability: reduces viability in counter-screen for ATXN expression inhibitors; hit rate 0.49% among 400,000; S2 cells (HEK-293 line with an ATXN2-luciferase reporter) viability, CellTiter-Fluor protease fluorescence, 24 h; Potency, µM (top dose mostly 56.7 µM), actives largely listed as cytotoxic; note: potency is the fitted concentration of half-maximal effect; nearly all actives have a fitted effect of over 40% in size
MCF10A rereplic: induces DNA re-replication in MCF 10a normal breast cells | MCF 10A DNA re-replication, Hoechst nuclear intensity, 48 h | AID 624296 | Potency, µM (titrated, usually from 46.1 µM), without a hit: at the top dose activity, positive = re-replication, most hits filed as activators | hit rate 2.9% among 350,000; note: potency is the fitted concentration of half-maximal effect; % of control where 0% means no effect; nearly all actives have a fitted effect of over 50% in size
HepG2 viability: kills HepG2 cells in TGF-b inhibitor counter-screen | HepG2 CAGA-GFP viability, ATP luminescence, 18 h | Potency, µM (top dose mostly 46.1 µM), inactives show at the top dose activity change, negative = cytotoxicity, usual class: cytotoxic | hit rate 0.76% among 410,000; note: potency is the fitted concentration of half-maximal effect; some results filed as inactive show a strong effect at the top dose
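HepG2 CAGA-GFP cells (1000/well, DMEM with 1% FBS) received compound, then TGF-beta at 500 pg/mL final, and were incubated 18 hours at 37 degrees C. Viability was read by CellTiter-Glo luminescence. Media-only wells were set as complete cell-killing and DMSO as no toxicity.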
IL1B secr inh: blocks inflammasome-driven IL-1 beta release | THP-1 LPS/ATP IL-1B secretion, AlphaLISA, 16 h; hits give low values | activity change, % at 57.5 µM | hit rate 4.7% among 360,000 | AID 743279; in the data active = activity change below about -50%; inconclusive = mostly about -30% to -49%; note: % is set by controls: 0 for no effect and ±100 for the full control effect
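Secreted IL-1B measured by AlphaLISA bead assay after 16 h compound exposure of THP-1 cells; compounds (final up to 57.5 uM) added 1 h before LPS (250 ng/mL) and ATP (1.25 mM) stimulation; lower signal means less secretion.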
A549 viability: kills or reduces viability of A549 cells in Nrf2 counter-screen. Potency, µM (doses to about 46 µM), for the others: top-dose activity change, negative = cytotoxicity, most hits filed as inhibitors. hit rate 0.16% among 390,000. A549 ARE-Fluc cells, CellTiter-Fluor viability, 18-24 h; note: potency is the fitted concentration of half-maximal effect; % is set by controls: 0 for no effect and ±100 for the full control effect
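Cytotoxicity counterscreen: CellTiter-Fluor fluorescence was measured in A549 ARE_Fluc cells after 18-24 h of compound exposure in a concentration series. The subsequent BugLite luminescent read reports ARE-luciferase activity.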
ATXN2 expr inh: ATXN2 expression inhibition. Potency, µM (doses to about 57 µM), for the others: top-dose activity change, negative = inhibition, usual class: inhibitors. HEK-293 ATXN2-luciferase reporter, luminescence, 24 h. hit rate 0.72% among 360,000; note: potency is the fitted concentration of half-maximal effect; % is set by controls: 0 for no effect and ±100 for the full control effect; nearly all actives have a fitted effect of over 55% in size
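ATXN2-luciferase reporter cells (luciferase flanked by upstream and downstream ATXN2 gene portions) were treated 24 h at 37 °C with compounds at up to 57 uM. SteadyGlo luminescence gave expression; GF-AFC fluorescence gave viability.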
Nrf2 ARE act: activators of Nrf2 (ARE) signaling; hit rate 0.31% among 410,000; Potency, µM (titrated, usually from 46.1 µM), for inactives: at the highest dose activation, most hits filed as activators; AREc32 ARE-luciferase reporter (MCF7-derived line), luminescence, 24 h; note: potency is the fitted concentration of half-maximal effect; % of control where 0% means no effect; nearly all actives have a fitted effect of over 65% in size
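Luciferase luminescence (Steady-Glo, 30 min at room temperature) served as the read-out of ARE activation in AREc32 cells treated with compounds for 24 hr at 37 deg C.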
An asterisk follows results filed as active; i = inactive; ? = inconclusive; · = not tested or not shown; & = joins results of further samples; [ ] = dose if it differs, or a comment. Unless noted, calls come from the whole dose curve; as a rule, active = well fitted curve in the direction sought with a large enough effect; inconclusive = small, poorly fitted or top-dose-only effect, or another doubt; inactive = no such curve, though single readings can be large; an effect the other way counts as inactive or inconclusive.

SMILES	Nrf2 block	TGFb inhibitor	ATXN viability	MCF10A rereplic	HepG2 viability	IL1B secr inh	A549 viability	ATXN2 expr inh	Nrf2 ARE act
CCC(C)NS(=O)(=O)c1ccc(S(=O)(=O)N(CC(=O)Nc2ccccc2)CC2CCCO2)cc1 (stereo not given)	0%	3%	i	18%	-3%	-15	-3%	-13%	-0.1%
O=C(O)c1ccc(Nc2ncc([N+](=O)[O-])cc2[N+](=O)[O-])cc1	-13%	-1%	?	-14%	-1%	11	18µM*	-22%	4.2%
CCN(CC)CCN1CCn2c3c(c4cc(C)ccc42)CCCC31 (stereo not given)	-2%	15%	i	4.1µM*	-32%	?	7%	·	12%
CC(=O)NC1=NC(=O)C(C)S1 (stereo not given)	·	17%	i	1%	-7%	15	-4%	-15%	0.1%
Cc1cc(N(CC(=O)NC2CC2)S(C)(=O)=O)ccc1Br	8%	0%	i	2%	17%	8	-2%	-7%	-0.5%
COc1cc(NC(=O)CCn2c(=O)[nH]c3ccsc3c2=O)cc(OC)c1	?	4%	i	6%	1%	-15	5%	-20%	-0.6%
COc1ccc(-c2nc(N)n(C(=O)c3ccc(C)cc3)n2)cc1	10µM*	5%	i	25%	-7%	-7	-6%	13%	0.3%
Cn1cc(S(=O)(=O)N2CCOCC2)cc1C(=O)Nc1ccc(Cl)c(C(F)(F)F)c1	-12%	?	·	·	-34%	·	8%	·	0.6%
COc1ccc(-c2ccnc(SCC(=O)N3CCN(c4ccccc4)CC3)n2)cc1	15%	25%	?	0%	39%	8	13%	·	0.7%
O=c1c(Cl)c(N2CCNCC2)cnn1C12CC3CC(CC(C3)C1)C2	2%	-15%	i	?	-14%	14	0%	1%	0.3%
COc1ccccc1CNC(=O)c1ccc2c(=O)n(CC3CCCO3)c(=S)[nH]c2c1 (stereo not given)	-27%	-13%	i	3%	-12%	15	7%	-15%	0.7%
COc1cccc(CNC(=O)c2oc3ccc4c(c3c2C)C(=O)CC(C)(C)O4)c1OC	2%	·	·	·	-15%	·	1%	·	3.3%
COc1ccc(/C=C(\NC(=O)c2ccccc2)C(=O)NCCN2CCOCC2)cc1	2%	0%	i	?	0%	20	0%	0%	0.2%
CC(=O)Nc1cccc(OCc2ccc([N+](=O)[O-])cc2)c1	·	-22%	i	·	-41%	-21	·	·	4.7%
COC(=O)[C@H](Cc1ccccc1)NC(=O)NCCC1=CCCCC1	·	-1%	i	19%	5%	19	-3%	-19%	-0.1%
Cc1cc(F)ccc1NCc1ccccc1[N+](=O)[O-]	-4%	-9%	i	0%	-4%	-8	4%	-12%	3.4%
CCOC(=O)c1c(-c2ccccc2)csc1NC(=O)c1cccc(N2C(=O)CCC2=O)c1	?	43%[activator]	i	?	-14%	-1	-29%	-8%	-0.8%
COc1cc2c(cc1OC)C1(CCCCC1)CN(C)C2	14%	1%	i	0%	9%	-3	3%	2%	-0.2%
CC(C(=O)N1CCCC1)N(c1ccc(Cl)cc1)S(C)(=O)=O (stereo not given)	·	?	i	·	-30%	?	·	·	-0.6%
Cc1c(S(=O)(=O)NC2CCCCCC2)c(=O)n(C)c(=O)n1C	-10%	2%	i	1%	3%	2	1%	4%	-0.5%

2 consecutive records from above, for reference:
SMILES	Nrf2 block	TGFb inhibitor	ATXN viability	MCF10A rereplic	HepG2 viability	IL1B secr inh	A549 viability	ATXN2 expr inh	Nrf2 ARE act
CCOC(=O)c1c(-c2ccccc2)csc1NC(=O)c1cccc(N2C(=O)CCC2=O)c1	?	43%[activator]	i	?	-14%	-1	-29%	-8%	-0.8%
COc1cc2c(cc1OC)C1(CCCCC1)CN(C)C2	14%	1%	i	0%	9%	-3	3%	2%	-0.2%

Later entries.
SMILES	Nrf2 block	TGFb inhibitor	ATXN viability	MCF10A rereplic	HepG2 viability	IL1B secr inh	A549 viability	ATXN2 expr inh	Nrf2 ARE act
Nn1c(SCc2ccccc2F)nnc1-c1ccncc1	?	15%	i	0%	-19%	-6	2%	29%	0.2%
O=C(NCCc1cccnc1)c1cc(COc2ccc(F)cc2Cl)on1	-22%	13µM*	i	12%	-19%	-21	4%	1%	1.5%
NS(=O)(=O)c1ccc(CCNC(=O)[C@@H]2CCCN2S(=O)(=O)c2ccccc2F)cc1	15%	7%	i	1%	3%	17	?	2%	-0.5%
COc1cc(NS(=O)(=O)c2ccc3c(c2)CC(=O)N3)cc(OC)c1OC	5%	2%	i	·	-7%	·	-1%	13%	-0.3%
CC(C)N(C(=O)CO/N=C/c1cccc([N+](=O)[O-])c1)C(C)C	4%	-18%	i	8%	-36%	-30	15%	16%	4.4%
COc1ccc(/C=C(/NC(=O)c2ccco2)C(=O)Nc2ccc(C(=O)O)cc2)cc1	-7%	17%	i	3%	9%	-11	-1%	9%	-0.1%
O=C(Nc1nccs1)C1CCN(S(=O)(=O)c2cnc[nH]2)CC1	0%	-1%	i	1%	-16%	18	-11%	1%	-0.1%
Cc1csc(=O)n1CCC(=O)OCC(=O)NCc1ccc(F)cc1	11%	8%	i	-1%	0%	-2	3%	5%	-0.1%
CN(CC(=O)Nc1ccccc1Cl)CC(=O)Nc1ccccc1[N+](=O)[O-]	-13%	4%	i	?	-2%	17	-5%	-3%	-0.3%
O=C(O)CCC(=O)Nc1cccc(C(=O)Nc2cccc(Cl)c2)c1	?	31%	i	5%	-15%	10	10%	4%	0.0%
O=C(c1ccc2c(c1)OCO2)N1CCN(CCN2C(=O)c3cccc4cccc(c34)C2=O)CC1	1%	-1%	i	-2%	-40%	20	3%	-3%	0.1%
O=C(/C=C/[C@H]1O[C@@H](n2ccc(=O)[nH]c2=O)[C@H](O)[C@@H]1O)N[C@@H](Cc1ccccc1)C(=O)O	·	?	i	·	4%	0	·	10%	0.0%
O=c1ccn([C@@H]2O[C@H](CNS(=O)(=O)c3csc(-c4ccno4)c3)[C@@H](O)[C@H]2O)c(=O)[nH]1	3%	-1%	i	-7%	8%	12	-4%	5%	-1.2%
CC1CC2=C(C(=O)O1)C(C)Nc1ccccc1N2 (stereo not given)	8%	?	i	6%	-1%	13	-4%	7%	-0.3%
O=C(Nc1c2c(nn1-c1ccc([N+](=O)[O-])cc1)CS(=O)(=O)C2)c1cccs1	-27%	-18%	i	-2%	3%	0	-9%	-16%	-0.7%
NS(=O)(=O)c1ccc(CNC(=O)CCSCCC(=O)NCc2ccc(S(N)(=O)=O)cc2)cc1	2%	4%	i	-2%	4%	-7	2%	-18%	0.6%
CCN(CC)c1ccc(NC(=O)c2cccc(F)c2)c(C)c1	-14%	0%	i	?	-2%	-6	-20%	-6%	-0.4%
CC(C)N(C(=O)C[n+]1ccsc1N)c1ccccc1	16%	-28%	i	?	-29%	-7	8%	2%	0.1%
O=S(=O)(NC1CCCCCC1)c1cccc(Cl)c1	-8%	-10%	i	?	-14%	?	2%	-5%	0.0%
O=S(=O)(NCCC1=CCCCC1)c1ccc(F)cc1	-20%	?	i	14%	-20%	0	0%	-18%	-0.5%
COc1cccc(C2NC(=O)NC(C)=C2C(=O)OCC2CCCCC2)c1 (stereo not given)	?	-2%	i	3%	-27%	-7	-4%	-16%	0.4%
Cc1cccc(COCC(Cc2ccccc2)N2CCN(C(=O)c3cccc(C)c3)CCC2=O)c1 (stereo not given)	-11%	?	?	?	-30%	-27	-8%	-29%	5.6%
CCN(C(=O)COc1ccccc1)C1CCCCC1	-13%	1%	i	0%	-3%	-14	4%	-4%[11.3 µM]	0.1%
Cc1ccc(Cn2nnnc2CN2CCC(c3nc4ccc(Cl)cc4[nH]3)CC2)cc1	?	-24%	i	?	1%	-81*	-10%	?	2.8%
Cc1cccc(S(=O)(=O)NC(=O)C2(C)CCN2C(=O)c2c(C)noc2C)c1 (stereo not given)	·	44%[activator]	i	·	9%	1	·	-1%	-0.8%[9.22 µM]
O=C1CCC(C(=O)N2CCC(CO)CC2)CN1Cc1ccc(Cl)cc1 (stereo not given)	-16%	-1%	i	0%	14%	8	-2%	3%	0.3%
CCOC(=O)[C@@H]1[C@H]2COc3ccccc3[C@@H]2N2C(=O)N(c3cccc(C)c3)C(=O)[C@]12C	-2%	-6%	i	13%	-9%	-19	3%	-3%	-0.9%
CCOC(=O)c1[nH]c(C)c(CCC(=O)O)c1C	0%&-10%	-6%&7%	i	?	2%&0%	49&3	-6%&-15%	0%&-7%	0.4%&-0.2%
CCN(CC)S(=O)(=O)c1ccc(C)c(NC(=O)COc2ccc(Br)cc2Cl)c1	5%	-11%	?	4%	-20%	26	-7%	-4%	-0.8%
Cc1cc(NC(=O)CCC(=O)N(CC(=O)NCC2CCCO2)c2ccccc2C)no1 (stereo not given)	7%	2%	i	3%	-4%	5	-3%	-10%	0.1%
COc1ccc(C2=NOC(C(=O)N3CCN(C(=O)c4ccco4)CC3)C2)cc1OC (stereo not given)	6%	-4%	i	3%	-13%	-1	0%	6%	0.0%
O=c1cc(NS(=O)(=O)c2ccccc2)nc(SCc2ccc(Cl)cc2)[nH]1	19%	4µM*	?	?	-50%	-56*	-5%	3%	3.3%
CCCCOc1ccc(CNC(=O)c2cnc3sc(N4CCCCCC4)nn3c2=O)cc1	?	-32%	·	·	0%	·	-3%	·	0.8%
NC1=NC[C@H](CC2CCCCC2)N1CCc1cc(C(F)(F)F)cc(C(F)(F)F)c1	3%	?	?	50%	20µM*	-27	-14%	?	-4.4%
CCN(CC)S(=O)(=O)c1ccc(N2CCCC2)c(NC(=O)C2=NN(c3ccccc3)C(=O)CC2)c1	-22%	-10%	i	0%	0%	20	2%	1%	0.1%
COc1cccc(C(CNC(=O)c2ccc(Cl)c(S(=O)(=O)N3CCCC3)c2)N(C)C)c1 (stereo not given)	?	-18%	i	?	-20%	-14	3%	-12%	2.3%
